Screening results as filed in PubChem BioAssay.
A549 tox = counter-screen for Nrf2 inhibitors: cytotoxicity in A549 cells; actives 0.16% (n = 390,000); Potency, µM (titrated, usually from 46 µM), without a hit: at the top dose activity change, negative = cytotoxicity, hits mostly inhibitors; A549 ARE-Fluc cells, CellTiter-Fluor viability, 18-24 h; note: potency is the fitted concentration of half-maximal effect; % is set by controls: 0 for no effect and ±100 for the full control effect
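A549 ARE-Fluc cells in 5% FBS OPTI-MEM, 5000 cells/well, rested 2 h then exposed to compounds in concentration-response for 18-24 h at 37 °C. Viability by CellTiter-Fluor fluorescence (Ex 405/Em 525) after 30 min; luciferase luminescence (BugLite, 15 min, RT) read afterwards.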
HepG2 viability = counter-screen for TGF-b inhibitors: cytotoxicity in HepG2 cells; HepG2 CAGA-GFP viability, ATP luminescence, 18 h; Potency, µM (titrated, usually from 46.1 µM), without a hit: top-dose activity change, negative = cytotoxicity, hits mostly cytotoxic; actives 0.76% (n = 410,000); AID 588856; note: potency is the fitted concentration of half-maximal effect; some results filed as inactive show a strong effect at the top dose
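HepG2 CAGA-GFP cells (1000/well, DMEM with 1% FBS) received compound, then TGF-beta at 500 pg/mL final, and were incubated 18 hours at 37 degrees C. Viability was read by CellTiter-Glo luminescence. Media-only wells were set as complete cell-killing and DMSO as no toxicity.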
Nrf2 activator = Nrf2 pathway activation; AREc32 ARE-luciferase reporter (MCF7-derived line), luminescence, 24 h; AID 624171; Potency, µM (doses to about 46.1 µM), for the others: at the top dose activation, most hits filed as activators; actives 0.31% (n = 410,000); note: potency is the fitted concentration of half-maximal effect; % of control where 0% means no effect; nearly all actives have a fitted effect of over 65% in size
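ARE activation measured as luciferase luminescence (Steady-Glo, 30 min RT) in AREc32_Fluc cells after 24 hr compound exposure at 37 deg C, 5% CO2; cells seeded overnight at 1000/well in OPTI-MEM, 5% FBS.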
ATXN viability = cell viability loss in ATXN counter-screen; actives 0.49% (n = 400,000); Potency, µM (doses to about 56.7 µM), most hits filed as cytotoxic; S2 cells (HEK-293 line with an ATXN2-luciferase reporter) viability, CellTiter-Fluor protease fluorescence, 24 h; note: potency is the fitted concentration of half-maximal effect; nearly all actives have a fitted effect of over 40% in size
TGFb SMAD3 inh = blocks TGF-b signaling; actives 1.2% (n = 410,000); Potency, µM (series often up to 46.1 µM), inactives show at the top dose activity, negative = inhibition, usual class: inhibitors; HepG2 CAGA-GFP TGF-b/SMAD3 reporter, GFP fluorescence, 18 h; TGF-beta stimulated, 500 pg/mL final; AID 588855; note: potency is the fitted concentration of half-maximal effect; % is set by controls: 0 for no effect and ±100 for the full control effect; nearly all actives have a fitted effect of over 65% in size
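Read-out: total well GFP (ex488/em500-530) summed from mean per-cell fluorescence. Cells: HEPG2 CAGA-GFP, 1% FBS DMEM, 18 h at 37 degrees C with 500 pg/mL final TGF-beta. Unstimulated wells served as the full-inhibition control; stimulated DMSO wells = 0%.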
IL2 activator = activates IL-2 in a cell-based reporter assay; activation, % (series mostly up to about 46 µM); AID 652025; actives 0.065% (n = 360,000); IL-2 activation reporter assay, cell-based qHTS; stimulated with anti-CD3/CD4/CD28 beads; in transgenic mouse T cells; in the data active = activation above about 50%; inconclusive = mostly about 30% to 49%; note: 0% is about no effect
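Using fluorescent plate cytometry, EGFP and DsRed are detected in transgenic mouse T cells stimulated 18 h at 37 degrees C with antibody-coated beads after 60 min compound pretreatment.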
EPAC2 ag = activates human EPAC2 exchange factor. Q8WZA2. EPAC2 activation, biochemical qHTS; response scale: 100% = 6.5 mM cAMP response. Potency, µM (highest dose often 154 µM), inactives show at the highest dose activation, usual class: activators. actives 0.079% (n = 360,000). AID 720711; note: potency is the fitted concentration of half-maximal effect; nearly all actives have a fitted effect of over 50% in size
Target sequence (Q8WZA2 whole entry, looked up): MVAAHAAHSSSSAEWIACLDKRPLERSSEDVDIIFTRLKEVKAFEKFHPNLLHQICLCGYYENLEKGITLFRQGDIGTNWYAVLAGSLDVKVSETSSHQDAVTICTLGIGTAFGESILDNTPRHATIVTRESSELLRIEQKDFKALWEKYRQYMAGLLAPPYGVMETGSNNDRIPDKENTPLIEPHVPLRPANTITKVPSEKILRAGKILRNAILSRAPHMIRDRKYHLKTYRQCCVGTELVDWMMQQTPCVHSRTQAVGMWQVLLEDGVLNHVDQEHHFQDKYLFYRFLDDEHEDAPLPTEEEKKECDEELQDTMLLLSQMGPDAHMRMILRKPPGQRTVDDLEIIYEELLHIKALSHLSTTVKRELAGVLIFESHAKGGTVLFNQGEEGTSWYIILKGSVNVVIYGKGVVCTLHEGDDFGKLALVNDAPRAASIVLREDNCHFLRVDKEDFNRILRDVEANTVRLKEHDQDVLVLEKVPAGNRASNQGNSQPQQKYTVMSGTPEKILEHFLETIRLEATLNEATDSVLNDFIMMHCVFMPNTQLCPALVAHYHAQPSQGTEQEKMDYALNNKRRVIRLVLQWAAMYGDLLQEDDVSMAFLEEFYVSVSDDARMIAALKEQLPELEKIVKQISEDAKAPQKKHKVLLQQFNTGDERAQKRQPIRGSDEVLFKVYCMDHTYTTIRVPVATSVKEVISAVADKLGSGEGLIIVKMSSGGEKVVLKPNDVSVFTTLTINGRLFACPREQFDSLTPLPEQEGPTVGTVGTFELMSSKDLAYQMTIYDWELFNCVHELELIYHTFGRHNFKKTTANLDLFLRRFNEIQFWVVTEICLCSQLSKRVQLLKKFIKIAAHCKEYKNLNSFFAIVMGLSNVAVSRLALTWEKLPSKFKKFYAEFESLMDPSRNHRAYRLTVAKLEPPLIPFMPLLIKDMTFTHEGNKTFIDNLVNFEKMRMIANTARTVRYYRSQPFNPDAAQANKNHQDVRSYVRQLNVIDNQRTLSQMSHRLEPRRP
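qHTS, titration series. 100 nM EPAC2 / 250 nM Rap1B-BODIPY-GDP / 50 uM GDP; RT; ex 480/em 540 nm, 5-min reads to 30 min. Norm. to 6.5 mM cAMP = activation.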
Nrf2 block = blocks Nrf2 signaling; AID 504444; Potency, µM (titrated, usually from 46 µM), inactives show top-dose activity change, negative = inhibition, most hits filed as inhibitors; A549 ARE-Fluc reporter, luciferase luminescence, 18-24 h; actives 2.1% (n = 360,000); note: potency is the fitted concentration of half-maximal effect; % is set by controls: 0 for no effect and ±100 for the full control effect; nearly all actives have a fitted effect of over 60% in size
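A549 ARE_Fluc cells (5000/well, 5% FBS OPTI-MEM) pre-incubated 2 h, then treated with compounds 18-24 h at 37C/5% CO2 in concentration-response. CellTiter-Fluor viability read first; BugLite luciferase luminescence after 15 min at room temperature gives Nrf2 activity.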
ATXN2 expr inh = reduces ATXN2 reporter expression in HEK-293 cells | HEK-293 ATXN2-luciferase reporter, luminescence, 24 h | actives 0.72% (n = 360,000) | AID 1745845 | Potency, µM (titrated, usually from 57 µM), without a hit: top-dose activity change, negative = inhibition, hits mostly inhibitors; note: potency is the fitted concentration of half-maximal effect; % is set by controls: 0 for no effect and ±100 for the full control effect; nearly all actives have a fitted effect of over 55% in size
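ATXN2-luciferase reporter cells (luciferase flanked by upstream and downstream ATXN2 gene portions) were treated 24 h at 37 °C with compounds at up to 57 uM. SteadyGlo luminescence gave expression; GF-AFC fluorescence gave viability.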
* hit, by the source's call; i = inactive; ? = inconclusive; / = not tested or not shown; [ ] = remark or other dose. Unless noted, calls come from the whole dose curve; as a rule, active = well fitted curve in the direction sought with a large enough effect; inconclusive = small, poorly fitted or top-dose-only effect, or another doubt; inactive = no such curve, though single readings can be large; an effect the other way counts as inactive or inconclusive.

SMILES | A549 tox | HepG2 viability | Nrf2 activator | ATXN viability | TGFb SMAD3 inh | IL2 activator | EPAC2 ag | Nrf2 block | ATXN2 expr inh
CC1(C)CC(=O)C(C=Nc2ccc(Cl)cn2)=C(O)C1 | -3.8% | 5.4% | -0.1% | i | 0.8% | -0.2 | -5.1% | 14.6% | -6.4%
O=C(CSc1nc2[nH]ncc2c(=O)[nH]1)NCc1ccccc1Cl | -4.1% | -1.8% | 0.2% | ? | 0.8% | -5.7 | 4.8% | 5.5% | 5.2%
CC(=O)Nc1ccc(/C=N/NC(=O)CNC(=O)c2ccccc2)cc1 | -7.1% | 6.3% | 0.4% | ? | -8.0% | -0.4 | 8.4% | 1.2% | -9.7%
CC1(C)Cc2c(C#N)c(OCC(=O)c3ccccc3)nc(-c3ccoc3)c2CO1 | 5.4% | -28.9% | -0.6% | i | 0.9% | 1.4 | 4.5% | -16.5% | -9.4%
O=C(Nc1ncn[nH]1)c1cccc(F)c1 | -4.7% | -5.0% | -0.5% | i | -25.2% | 1.4 | 1.0% | 11.4% | 1.7%
CCc1ccccc1NC(=O)c1ccc2c(SCC(=O)O)c3c(nc2c1)CCC3 | 2.5% | -4.7% | 0.6% | i | -44.0% | / | / | 14.8% | 0.7%
C[C@@H]1CN([C@H](C)CO)C(=O)CCCn2nncc2CO[C@H]1CN(C)C(=O)Nc1cccc2ccccc12 | / | -7.6% | 0.3% | ? | 2.8% | -1.8 | -4.2% | / | -4.9%
O=C(c1ccc2c(c1)OCO2)C1CCCN(Cc2cn[nH]c2-c2ccccc2)C1 (stereo not drawn) | 0.1% | -8.3% | -0.1% | i | 1.7% | 0.0 | 2.9% | 8.3% | -19.4%
COc1ccc(CC(=O)OCC(=O)Nc2ccc(Br)cc2)cc1 | ? | -33.5% | -0.6% | i | ? | -0.8 | 19.8% | 10.8% | /
COc1ccccc1N(CC(=O)NCc1ccccc1)C(=O)CCC(=O)Nc1ccccn1 | -7.4% | -3.9% | -0.4% | i | -6.6% | -2.0 | -9.3% | -22.5% | -1.6%
CCOC(=O)Cc1csc(N/C(=N/S(=O)(=O)c2ccc(Cl)cc2)c2ccccc2)n1 | -0.1% | -9.4% | 0.0% | i | -3.1% | 0.3 | 5.9% | ? | -10.4%
Cc1nc2c(C(=O)NCc3ccc(F)cc3)c[nH]n2c(=O)c1Cl | 1.6% | -16.5% | -0.6% | i | 0.8% | -2.9 | 2.1% | 1.3% | -4.6%
CC(NS(=O)(=O)c1ccc(F)cc1)C(=O)NCc1ccncc1 (stereo not drawn) | 2.3% | 0.1% | 0.2% | i | ? | 0.7 | -17.8% | / | -9.4%
C=CCNC(=O)CC(=O)N/N=C/c1ccc(F)cc1 | -3.7% | 2.8% | -0.6% | i | -18.2% | -1.7 | -3.1% | 1.3% | 3.5%
Clc1ccc(-c2noc(CCCOc3ccccc3)n2)cc1 | 10.7% | -22.4% | -0.3% | i | -37.9% | 1.0 | -0.6% | / | 9.7%
O=C(CN1C(=O)c2ccccc2C1=O)Nc1ccc(S(=O)(=O)NCC2CCCO2)cc1 (stereo not drawn) | 15.1% | 3.0% | -0.4% | i | -5.1% | 1.9 | 7.3% | -17.1% | 6.6%
O=C(Nc1ccc2c(c1)OCCO2)C(c1cc2ccccc2o1)N1CCN(c2ccc(F)cc2)CC1 (stereo not drawn) | / | -12.4% | 5.8% | i | -29.4% | -0.2 | 11.0% | / | 28.4%
CCOC(=O)c1ccc(NC(=O)N2CCN(S(C)(=O)=O)CC2)cc1 | 5.2% | -16.0% | -0.6% | i | ? | -0.4 | 10.0% | -5.7% | -5.5%
COc1ccc(C(=O)Nc2cc(-c3ccccc3)nn2-c2ccccc2)cc1 | -7.5% | 4.4% | 2.9% | ? | ? | / | / | / | -0.1%
Cc1ccc(-c2cc3ncc4c(n3n2)-c2ccccc2OC4)cc1 | -1.5% | -12.1% | 8.7% | i | 4.2% | / | / | ? | 75.7%[activator]

5 entries already listed, arranged by molecular weight, low to high.
SMILES | A549 tox | HepG2 viability | Nrf2 activator | ATXN viability | TGFb SMAD3 inh | IL2 activator | EPAC2 ag | Nrf2 block | ATXN2 expr inh
C=CCNC(=O)CC(=O)N/N=C/c1ccc(F)cc1 | -3.7% | 2.8% | -0.6% | i | -18.2% | -1.7 | -3.1% | 1.3% | 3.5%
Clc1ccc(-c2noc(CCCOc3ccccc3)n2)cc1 | 10.7% | -22.4% | -0.3% | i | -37.9% | 1.0 | -0.6% | / | 9.7%
CC(NS(=O)(=O)c1ccc(F)cc1)C(=O)NCc1ccncc1 (stereo not drawn) | 2.3% | 0.1% | 0.2% | i | ? | 0.7 | -17.8% | / | -9.4%
CCOC(=O)c1ccc(NC(=O)N2CCN(S(C)(=O)=O)CC2)cc1 | 5.2% | -16.0% | -0.6% | i | ? | -0.4 | 10.0% | -5.7% | -5.5%
O=C(Nc1ccc2c(c1)OCCO2)C(c1cc2ccccc2o1)N1CCN(c2ccc(F)cc2)CC1 (stereo not drawn) | / | -12.4% | 5.8% | i | -29.4% | -0.2 | 11.0% | / | 28.4%

Remaining list, next part:
SMILES | A549 tox | HepG2 viability | Nrf2 activator | ATXN viability | TGFb SMAD3 inh | IL2 activator | EPAC2 ag | Nrf2 block | ATXN2 expr inh
NC(=O)C1CCN(C(=O)c2ccc(NS(=O)(=O)c3ccc(Br)s3)cc2)CC1 | 14.5% | 3.5% | -0.3% | i | 27.8% | -4.0 | -1.2% | 23.0% | -11.2%
CCOc1cc(/C=C2\SC(=O)N=C2N)ccc1O | -8.9% | -32.9% | 6.3% | ? | ? | 0.1 | -0.6% | 1.1% | -0.4%
Cc1cc(NS(=O)(=O)c2ccc(NC(=O)CCCOc3ccccc3)cc2)no1 | 3.2% | 3.1% | -0.4% | ? | -11.0% | 2.4 | 0.0% | 2.5% | 4.8%
Cc1ccc(CN2CCN(c3ccccc3Cl)CC2)o1 | 3.4% | -3.5% | -0.2% | i | -13.2% | -0.7 | 11.1% | 0.3% | -30.5%
CN1C(=S)SC2CS(=O)(=O)CC21C (stereo not drawn) | 8.2% | -11.7% | -0.6% | i | -3.7% | -1.4 | 4.5% | 12.3% | 0.1%
COc1ccc(C(=O)Nc2nc3ccc4nc(C)sc4c3s2)cc1 | -2.9% | -2.5% | -0.8% | i | 0.4% | -0.7 | -2.4% | 21.7% | 5.6%
CC(C)NC(=O)N(C)C[C@H]1Oc2cc(C#Cc3ccc(F)cc3)ccc2S(=O)(=O)N([C@H](C)CO)C[C@H]1C | / | -29.7% | 2.4% | ? | -6.0% | -2.7 | -1.3% | / | ?
COc1ccc(/C=C2\N=C(c3ccc(C)cc3)OC2=O)cc1 | -0.8% | 5.9% | 0.0% | i | 25.4% | 12.8 | 9.7% | 1.3% | 5.8%
O=C(c1cccc(S(=O)(=O)N2CCCCCC2)c1)N1CCN(c2ccccc2)CC1 | 1.0% | -12.3% | 0.0% | ? | -10.0% | -0.1 | 4.4% | ? | -14.7%
Cc1cccc(N(CC(=O)N/N=C/c2ccc(OCC(=O)NCc3ccco3)cc2)S(C)(=O)=O)c1C | -11.0% | 0.5% | 0.5% | ? | ? | 0.6 | -7.4% | -19.2% | -0.3%
CC1=NOC(=O)/C1=C/c1ccc(N(C)C)cc1 | -4.0% | -6.7% | -0.1% | i | 4.5% | -1.5 | 3.1% | / | -6.2%
CC(C)CC(CO)N1CCN(C(=O)c2ccc(Cl)cc2Cl)CCC1=O (stereo not drawn) | 8.8% | -1.1% | -0.6% | i | -9.8% | -1.4 | -2.0% | -6.5% | 5.7%
O=C(Nc1nc2c(s1)CCCC2)c1ccccc1F | 5.5% | -60.8% | -0.7% | / | 0.0% | / | / | / | /
Cc1cccc(-c2noc(CCC(=O)Nc3ccccc3)n2)c1 | -18.1% | -14.6% | 0.4% | i | -22.9% | -3.1 | 1.3% | ? | -6.5%
CCN(CC)C(=O)CSc1nnc(-c2ccc(S(=O)(=O)NCc3ccccc3Cl)cc2)o1 | -1.2% | -6.7% | 0.5% | i | 5.2% | -2.7 | -7.5% | / | 1.7%
O=C(COC(=O)Cc1c(Cl)cccc1Cl)NC1CCCC1 | 1.6% | -14.4% | -0.5% | i | 12.1% | 1.4 | -7.6% | -1.3% | /
CC(C)N1CCC1(C)C(=O)Nc1ccccc1OC(F)F (stereo not drawn) | / | 3.8% | 2.7% | i | -5.9% | -0.5 | 1.6% | / | 12.3%
CCCOc1ccc(C2CC(=O)Nc3cc(OC)c(OC)cc32)cc1 (stereo not drawn) | -3.2% | -6.7% | 0.2% | i | ? | -0.3 | 5.1% | ? | -12.9%
CCOc1ccc(-c2cn3c(n2)sc2cc(C(=O)NCCCN(CC)CC)ccc23)cc1 | 6.4% | 10µM* | 6.0% | 12.6µM* | ? | / | / | 12.2% | 8.91µM*
COc1ccccc1NC(=O)c1ccc2snnc2c1 | 6.0% | -3.9% | 3.7% | i | 9.1% | -2.9 | 0.6% | 26.3% | 34.7%
COc1ccc(NC(=O)CN2C(=O)CSC2=O)cc1 | -0.8% | 7.5% | -0.3% | i | 13.1% | -1.5 | 0.1% | 15.7% | 4.2%
O=P(O)(O)c1ccccc1OCCOCCOc1ccccc1P(=O)(O)O | -1.2% | -0.9% | 0.3% | i | -8.7% | 0.7 | 6.4% | -13.2% | -1.7%
COC(=O)c1sccc1S(=O)(=O)N1CCCC(N(C)CCc2ccccn2)C1 (stereo not drawn) | -1.7% | -2.7% | 1.6% | i | 14.5% | 0.0 | 0.9% | 0.0% | -18.5%
